Growth percent in the NCI-60 one-dose screen (48 h, 10 µM unless noted): 100 = growth as untreated, 0 = no growth, -100 = all killed.
HOP-62: HOP-62 NSCLC. 80,000 compounds, 3.9% hits
A549/ATCC: A549/ATCC NSCLC | 81,000 compounds, 3.7% hits
EKVX: EKVX NSCLC; 71,000 compounds, 3% hits
SK-MEL-5: SK-MEL-5 melanoma | 80,000 compounds, 6.4% hits | AID 1794755
CCRF-CEM: CCRF-CEM leukemia | AID 1794778 | 77,000 compounds, 7% hits
HOP-92: HOP-92 NSCLC cells; 71,000 compounds, 6.3% hits; AID 1794738
SK-MEL-28: SK-MEL-28 melanoma; 81,000 compounds, 4.1% hits
M14: M14 melanoma; AID 1794745; 80,000 compounds, 6.2% hits
An asterisk follows results filed as active; nt = not tested or not shown. Rule for the calls: active = growth percent below 10; inactive = the rest.

SMILES	HOP-62	A549/ATCC	EKVX	SK-MEL-5	CCRF-CEM	HOP-92	SK-MEL-28	M14
O=C(CSc1nc2sc3c(c2c(=O)n1Cc1ccccc1)CCCC3)N1CCOCC1	82	72	91	84	97	94	112	98
CCCCCCCCNc1nc2ccccc2n2c1nc1ccccc12	108	108	98	102	96	95	111	102
N#Cc1cnn(C(=O)c2nn(-c3ccc(Cl)cc3)cc2O)c1N	19	15	1.5*	15	-10*	nt	56	24
COC(=O)c1[nH]c(=O)c(C#N)c(C(=O)OC)c1C(=O)c1cccnc1	103	87	94	101	95	110	108	108
C=CCC(CC)(C(=O)O)C(=O)O	104	nt	nt	98	nt	nt	103	112
CCN(C(=O)c1cc(OC)c(OC)c(OC)c1)C1CCCCC1	87	96	86	nt	90	nt	96	133
COc1ccc(C2=NN(C(C)=O)C(c3sc(N(C)Cc4ccccc4)nc3Cl)C2)cc1 (stereo unspecified)	84	83	88	101	99	87	109	87
COc1ccc(-c2cc(-c3ccc(OC)cc3)n(-c3ccc(-c4nnc(SCC(N)=O)o4)cc3)n2)cc1	112	91	nt	94	105	94	105	102
COc1ccc(CN2C(=O)OC(C)(COC(C)=O)C2=O)cc1 (stereo unspecified)	106	94	107	101	100	100	101	105
CC1=NNC(=O)C1C (stereo unspecified)	87	99	102	103	97	102	106	97
Cc1cc(C(=O)Nc2ccc(Cl)cc2Cl)c(C)o1	112	105	97	101	104	122	107	99
COc1cc(C2CC(c3ccc(C(F)(F)F)cc3)=Nc3c(N)nc(N)nc3N2)ccc1Oc1nc(Nc2ccc(F)cc2)nc(N(C)C)n1 (stereo unspecified)	81	46	44	24	69	33	72	28
CN1C(=O)CC(O)C1=O (stereo unspecified)	112	91	104	105	nt	104	114	104
COc1cc2oc(-c3ccc(NC(=O)c4ccc5c(c4)OCO5)cc3)cc(=O)c2c(OC)c1OC	96	90	114	108	97	82	101	87
COc1ccc(CN2C(=O)NC(c3ccccc3)(c3ccccc3)C2=O)cc1	87	85	85	91	103	54	110	88
CC(CCC#N)(CCC#N)C(=O)c1ccccc1	107	97	115	109	93	61	119	115
COc1ccc2c(c1)=C(c1sc(Nc3nnc(C)s3)nc1O)C(=O)N=2	91	97	93	101	104	99	109	99
Cc1csc(Nc2nc(-c3ccc(Cl)cc3)nc(C(Cl)(Cl)Cl)n2)n1	76	35	77	93	90	83	92	96
COC(=O)C1=C(C)NC(=S)NC1c1ccc2c(c1)OCO2 (stereo unspecified)	92	101	101	99	106	85	110	98
Cc1ncc(C(=O)Nc2ccc(CN3CCN(C)CC3)c(C(F)(F)F)c2)cc1C#Cc1c(N)ncc2ccc(F)cc12	16	-70*	-7.8*	-70*	-48*	-30*	-86*	-75*
O=C1N=C(N2CCN(c3ccccc3)CC2)S/C1=C\c1c(F)cccc1Cl	94	98	81	95	106	19	102	79
CS(=O)(=O)c1ccc(-c2[nH]c3ccc(F)cc3c2/C=N/N=C(N)N)cc1	71	94	96	94	90	84	99	93
N=C(N)c1ccc(OCCSCCOc2ccc(C(=N)N)cc2)cc1	72	57	57	41	98	79	92	75
CC(=O)Nc1ccc(C)cc1	101	107	107	104	109	78	114	nt
C=C1CN(c2ccc(C)cc2)C(=O)C(=C)CN(c2ccc(C)cc2)C1=O	104	90	106	105	85	85	109	85
COc1ccc(NC(=O)c2ccc(NC3=C(c4ccc(Cl)cc4)C(=O)N(C)C3=O)cc2)cc1	72	82	77	81	77	108	95	84
O=C(COc1ccc(NC(=O)Nc2ccc(Cl)cc2)cc1)N=Nc1c(O)[nH]c2ccc(Cl)cc12	104	99	97	97	63	100	98	122
CN1C[C@H](C(=O)N[C@]2(C)O[C@@]3(O)[C@@H]4CCCN4C(=O)[C@H](Cc4ccccc4)N3C2=O)C[C@@H]2c3cccc4[nH]cc(c34)C[C@H]21	nt	87	79	68	80	64	136	110
CC(O)(c1cccs1)C(C(=O)O)c1ccccc1 (stereo unspecified)	110	97	110	nt	109	89	123	121
Cc1cccc(Nc2nc(N)c3ccccc3n2)c1	105	99	nt	103	50	115	111	101
Cc1cc(=O)n2n1-c1ccc3ccccc3c1NC(=O)C2	102	101	nt	100	100	nt	128	107
Cn1cc(-c2nc(-c3c[nH]c4ccncc34)cs2)c2cc(Br)ccc21	-70*	-70*	-75*	-48*	-43*	-92*	-91*	-74*
COc1ccc(-c2nc3c(-c4ccccc4)c(Nc4ccccc4)nn3c(N)c2C#N)cc1	111	91	79	96	70	101	96	87
COc1cc(/C=C2\Oc3cc(OCCN4CCCC4)ccc3C2=O)cc(OC)c1	87	101	96	81	nt	82	100	97
Nc1nc(N)nc(-c2ccco2)n1	92	94	nt	96	84	80	113	101
CC(=O)c1ccc(O)cc1	91	97	100	102	101	92	139	nt
CCCCCCCN(CCCCCCC)CC(O)c1ccc2cc(Cl)c3ccccc3c2c1 (stereo unspecified)	94	90	96	110	92	nt	104	89
NC1=C(O)C(=O)C(c2ccccc2)O1 (stereo unspecified)	100	102	115	111	135	102	104	109
CCCCCCCCc1ccc(CC(=O)Nc2ccc(C)cc2C(=O)O)cc1	95	90	95	58	53	93	90	99
Cc1ccc(NC(=O)c2ccccc2)c(C)c1	97	98	98	97	99	nt	107	97
CSc1nc(N)nc2c1ncn2Cc1ccccc1	92	104	nt	105	74	nt	109	106
CCC(C)(C)c1ccc(OCCO)cc1	104	101	nt	104	99	nt	112	104
Cc1ccc(NC(=O)c2ccc(CN3CCN(C)CC3)c(C(F)(F)F)c2)cc1Oc1ccc(-c2[nH]nc3ncnc(N)c23)cc1	99	79	109	73	8.0*	103	69	nt
CCN(Cc1ccccc1)c1nc(N)nc2[nH]ncc12	97	115	102	113	107	70	122	115
CCCNC(=O)c1ccc(-n2c(=O)[nH]c3ccccc3c2=O)cc1	94	93	91	99	108	nt	103	98

Some values from the list:
Nc1nc(N)nc(-c2ccco2)n1 – SK-MEL-5: 96
CCN(Cc1ccccc1)c1nc(N)nc2[nH]ncc12 – M14: 115
CCCCCCCN(CCCCCCC)CC(O)c1ccc2cc(Cl)c3ccccc3c2c1 (stereo unspecified) – EKVX: 96
CCCNC(=O)c1ccc(-n2c(=O)[nH]c3ccccc3c2=O)cc1 – SK-MEL-5: 99
CCC(C)(C)c1ccc(OCCO)cc1 – A549/ATCC: 101
CSc1nc(N)nc2c1ncn2Cc1ccccc1 – A549/ATCC: 104
NC1=C(O)C(=O)C(c2ccccc2)O1 (stereo unspecified) – EKVX: 115

(listing goes on)
SMILES	HOP-62	A549/ATCC	EKVX	SK-MEL-5	CCRF-CEM	HOP-92	SK-MEL-28	M14
O=[N+]([O-])c1cccc2nsnc12	100	104	nt	95	96	nt	114	101
O=C(CN1N=C(c2ccccc2)CCC1=O)Nc1nccs1	96	92	99	97	97	77	107	96
Cc1ccc(S(=O)(=O)NC(=O)NC2=NC(C)(C)N(c3ccc(Cl)c(Cl)c3)C(N)=N2)cc1	77	47	73	103	73	103	102	67
CNc1nc(NC)nc(-c2ccccc2)n1	104	103	103	99	nt	91	116	118
CNc1nnc2n(-c3ccccc3)c(=O)c3cnn(-c4ccccc4)c3n12	65	64	90	100	86	78	103	79
COC(=O)/C=C\SC(=S)C1CCCC1=N (stereo unspecified)	109	100	nt	104	100	nt	108	99
CCCCCN1C(=O)/C(=c2\sc3n(c2=O)C2C(NN=3)N(CCC)C(=O)N2CCC)c2ccccc21 (stereo unspecified)	61	73	88	nt	98	95	100	88
O=C(Cn1c(O)c(C=Nc2ccc(S(=O)(=O)Nc3ncccn3)cc2)c2ccccc21)c1ccc(Cl)cc1	68	98	53	96	nt	95	117	100
COc1cc(C2=Nc3c/c(=C\c4c(O)[nH]c5ccc(Cl)cc45)ccc3=N2)cc(OC)c1OC	-82*	56	78	-92*	8.6*	-62*	-36*	-22*
O=C1OCCN1CCn1ccnc1[N+](=O)[O-]	109	106	102	104	103	108	117	107
O=C(Nc1ccccc1)Nc1cccc(N=Cc2ccccc2O)c1	95	91	89	98	90	101	103	102
O=c1nc(/C=C/c2ccc(Cl)cc2)oc2ccccc12	100	113	nt	103	107	93	114	110
C(=N/Nc1ncnc2nc[nH]c12)/c1ccccn1	24	35	25	17	24	19	49	14
N#CC1(NO)CCCCC1	103	95	nt	106	nt	84	104	105
NC(=O)CNC(=O)c1ccccc1	105	94	104	103	104	nt	102	98
COc1ccc(-c2cc(-c3ccc(Cl)cc3)nc(NCCCCNc3ccnc4cc(Cl)ccc34)n2)cc1	78	92	77	27	7.6*	46	-7.9*	35
COc1ccc(-c2cn[nH]c2-c2ccc(OC)c(O)c2)cc1	66	76	85	nt	72	61	89	64
CCN(CC)CCCC(C)N=C(C1=C(C(=NC(C)CCCN(CC)CC)c2cccc(OC)c2)C(=O)NC1=O)c1cccc(OC)c1 (stereo unspecified)	-58*	-82*	nt	-94*	-21*	-66*	-69*	-77*
CCc1ccc(C(C)=O)cc1	97	102	99	102	108	78	113	103
CCCCCCCCCc1cc[n+](CC(=O)c2ccc([N+](=O)[O-])cc2)cc1	27	-24*	11	-78*	nt	-45*	12	-67*
COc1cc2c(cc1OC)C(=O)/C(=C/c1cc(C)c(O)c(C)c1)S2	39	37	41	21	17	89	65	19
CC1=CCC(OC(C)C2(CCC(C)(O)C(=O)Oc3ccc(C(C)C)cc3)OC3(C)CC(C(C)C)C(O)CC3O[C+]2C)(C(C)C)CC1 (stereo unspecified)	110	101	97	98	103	106	102	101
O=[N+]([O-])c1cccc(C2NC(N3CCOCC3)=C(N3CCOCC3)c3c2sc2c(F)cccc32)c1 (stereo unspecified)	86	98	85	96	98	89	111	95
CSCCN1C(=O)C(=O)c2cc(F)ccc21	106	103	106	101	105	119	109	103
O=C1C=C(O)C(=O)N1c1ccc(Br)cc1	107	94	98	100	121	nt	108	109
Cc1c(C(=O)/C(=C/O)N=Nc2ccc([N+](=O)[O-])cc2)nnn1-c1ccc(Cl)cc1	94	99	93	100	103	90	101	95
COC(=O)CNC(=O)[C@H](C)NC(=O)[C@@H]1CCCN1C(=O)CNC(=O)[C@H](C)NC(=O)OCc1ccccc1	108	93	92	97	113	97	111	104
COc1ccc2[nH]cc(C3(c4c[nH]c5ccc(OC)cc45)C(=O)Nc4ccc(Br)cc43)c2c1	85	94	74	91	67	nt	117	126
O[C@H]1[C@H]2c3cc4c(cc3CN3CCC(=C[C@@H]1O)[C@H]23)OCO4	26	19	37	14	24	-3.9*	21	16
Clc1ccc(Nc2ncnc3c2sc2ncccc23)cc1	16	28	nt	23	21	50	75	-22*

Overlap with the part before: 7 entries, followed by the next part.
SMILES	HOP-62	A549/ATCC	EKVX	SK-MEL-5	CCRF-CEM	HOP-92	SK-MEL-28	M14
CSCCN1C(=O)C(=O)c2cc(F)ccc21	106	103	106	101	105	119	109	103
O=C1C=C(O)C(=O)N1c1ccc(Br)cc1	107	94	98	100	121	nt	108	109
Cc1c(C(=O)/C(=C/O)N=Nc2ccc([N+](=O)[O-])cc2)nnn1-c1ccc(Cl)cc1	94	99	93	100	103	90	101	95
COC(=O)CNC(=O)[C@H](C)NC(=O)[C@@H]1CCCN1C(=O)CNC(=O)[C@H](C)NC(=O)OCc1ccccc1	108	93	92	97	113	97	111	104
COc1ccc2[nH]cc(C3(c4c[nH]c5ccc(OC)cc45)C(=O)Nc4ccc(Br)cc43)c2c1	85	94	74	91	67	nt	117	126
O[C@H]1[C@H]2c3cc4c(cc3CN3CCC(=C[C@@H]1O)[C@H]23)OCO4	26	19	37	14	24	-3.9*	21	16
Clc1ccc(Nc2ncnc3c2sc2ncccc23)cc1	16	28	nt	23	21	50	75	-22*
O=C(OCc1ccccc1)c1ccccc1O	99	105	97	102	105	69	110	102
CC(C)C(C(=O)O)N1C(=O)/C(=C/c2ccc3c(c2)CCCN3C)SC1=S (stereo unspecified)	100	96	94	99	106	94	115	103
CC[C@]1(O)CC2CN(CCc3c([nH]c4ccccc34)C(C(=O)OC)(c3cc4c(cc3OC)N(C=O)[C@H]3[C@@](O)(C(=O)OC)[C@H](OC(C)=O)[C@]5(CC)[C@@H]6C[C@@H]6CN6CC[C@]43[C@@H]65)C2)C1 (stereo partly specified)	22	18	43	-49*	14	-0.4*	69	-32*
Nc1ncnc2c1N=C(c1cccc(Nc3ccncc3)c1)CC(c1ccc(F)cc1)N2 (stereo unspecified)	73	81	76	83	92	56	101	90
C(=Nc1ccccc1)c1ccccc1	95	98	nt	104	101	99	106	97
CCN(CC)CCN1C(=O)c2c(c(C)c3c(oc4cc(OC)ccc43)c2C)C1=O	96	104	94	96	-11*	100	76	99
Cc1ccc2nc(Cl)c(/C=C3\SC(=O)NC3=O)cc2c1	81	91	87	85	95	73	90	76
CN(C)CCCn1c(=O)c2ccccc2c2cnc3[nH]ccc3c21	-1.4*	1.7*	10	10	19	nt	21	-6.8*
Nc1ccc2c(c1)C1(CCC2)NC(=O)NC1=O (stereo unspecified)	101	100	nt	99	97	nt	113	100
CC(=O)c1cc([N+](=O)[O-])ccc1O	106	108	108	105	85	nt	123	118
COc1ccc(/C=C2/CN(C(=O)c3ccc([N+](=O)[O-])cc3)C/C(=C\c3ccc(OC)cc3)C2=O)cc1	93	103	nt	99	108	nt	116	98
CC1=NN(c2ccccc2)C(=O)/C1=C\N1CC(=O)NC1=S	99	100	105	101	nt	nt	112	103
CCOC(=O)C(C#N)N=O (stereo unspecified)	104	105	nt	98	nt	nt	109	94
NC(=O)C(=O)NCCCCCC(=O)Nc1ccccc1	99	99	92	96	100	108	107	96
Nc1nc(-c2ccnc(Cl)c2)nn1-c1nc2ccccc2s1	100	103	96	106	101	103	104	101
C=CCN(C(=O)OCC)c1ccccc1	95	102	92	101	nt	nt	108	66
O=C(SCc1c(O)c2ccccc2oc1=O)c1ccccc1	106	101	nt	103	97	75	109	101
C=CCn1c(C)nc2cc(Nc3nc(Cl)nc4ccccc34)ccc21	108	81	94	91	nt	92	107	110

The order is random (roughly 12% active in at least one column).
